TNAP inh hiacc: TNAP (human) inhibition, high acceptor | P05186 | AID 1135 | purified TNAP, CDP-star luminescence, 1 M DEA | 0.03% of 200,000 active | inhibition, % at 20 µM;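 active = over 50% inhibition of tissue-nonspecific alkaline phosphatase at 20 µM in the single-dose screen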;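 note: plate controls were DMSO wells for no effect and EDTA-quenched wells as full inhibition for full effect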
Hsp70 act: transcriptional activators of Hsp70; HeLa Hsp70 promoter luciferase reporter, luminescence; scaled: vehicle 0, proteasome-inhibitor control 100%; activation, % at 10 µM; 0.04% of 200,000 active;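 active = activation above the mean across all tested compounds plus 3 SD, cutoff set per campaign, cut at about 5.5% in these data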;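 note: 100% = MG132 at 30 µM as the positive control and 0% = DMSO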
TNAP inh no acc: TNAP (human) inhibition, acceptor-free conditions; AID 1012; 0.26% of 200,000 active; purified TNAP, CDP-star luminescence, 30 min; inhibition, % at 20 µM; P05186;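 active = tissue-nonspecific alkaline phosphatase inhibition above about 50% at 20 µM in the single-dose screen, limit read from the data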;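 note: 0% = DMSO negative control and 100% = EDTA positive control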
PMI act hi M6P: increases human PMI activity with near-saturating mannose 6-phosphate; P34949; coupled PMI enzyme assay, resazurin fluorescence, 20 min; stronger effect = higher value; 1 = untreated enzyme, 0 = substrate-free blank; activation factor at 20 µM; 0.34% of 190,000 active; AID 1216;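 active = activation factor of 2 or more at 20 µM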
Target sequence (P34949 whole entry, looked up): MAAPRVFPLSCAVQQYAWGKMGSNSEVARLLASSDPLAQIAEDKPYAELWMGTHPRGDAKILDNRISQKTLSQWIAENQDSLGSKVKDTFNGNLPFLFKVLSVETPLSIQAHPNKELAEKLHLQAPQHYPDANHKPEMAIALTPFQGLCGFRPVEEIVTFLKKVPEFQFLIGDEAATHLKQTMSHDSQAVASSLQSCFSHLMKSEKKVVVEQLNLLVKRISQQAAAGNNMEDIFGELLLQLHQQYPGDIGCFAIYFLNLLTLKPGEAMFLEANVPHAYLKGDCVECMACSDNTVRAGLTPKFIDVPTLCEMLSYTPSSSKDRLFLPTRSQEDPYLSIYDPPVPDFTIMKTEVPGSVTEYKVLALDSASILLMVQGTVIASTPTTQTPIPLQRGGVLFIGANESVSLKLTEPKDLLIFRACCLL
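Material: human phosphomannose isomerase with PGI, G6PDH, diaphorase coupling enzymes; amount: PMI at 15 ng/mL final; also added: Mannose-6-phosphate 1.0 mM (near-saturating) plus 0.22 mM NADP+; incubation: enzyme reaction with compound 20 min at room temperature; signal: resorufin fluorescence (Ex 544/Em 590 nm) from resazurin via diaphorase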
RAM network inh: inhibitors of the yeast RAM network; S. cerevisiae dse1pr::URA3 reporter, 5-FOA growth OD615, 2 d; analog-sensitive cbk1-as2 kinase mutant strain; inhibition, % at 50 µM; 1.8% of 190,000 active;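 active = inhibition above a set limit, 3 SD over mean compound inhibition, cut at about 8.4% in these data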;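 note: 0% = DMSO-only wells with no growth and 100% = 10 µM 1-NA-PP1 full growth; inhibition rescues growth on 5-FOA so higher OD means more RAM inhibition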
PMI activator: increases human mannose-6-phosphate isomerase activity | purified human PMI, coupled resazurin fluorescence, 20 min; stronger effect = higher value; 1 = vehicle control, 0 substrate-free wells | 0.005% of 190,000 active | P34949 | activation factor at 20 µM;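 active = activation factor of 2 or more at 20 µM, relative to plate controls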
S1P3 antagonist: blocks the human S1P3 receptor; CHO S1P3 NFAT-BLA reporter, FRET fluorescence, antagonist mode; inhibition, % at 4.98 µM; 0.27% of 170,000 active; AID 485;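 active = inhibition above the plate cutoff, the mean inhibition of test wells on that plate plus 3 SD, cut at about 28% in these data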;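 note: cells challenged with S1P at its EC80 of 0.8 µM; blue over green emission ratio from cleaved BLA substrate after 4 h stimulation; 0% = S1P-stimulated wells and 100% = unstimulated DMSO-only wells; some compounds past the cut are filed as inactive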
Target sequence (Q99500 whole entry, looked up): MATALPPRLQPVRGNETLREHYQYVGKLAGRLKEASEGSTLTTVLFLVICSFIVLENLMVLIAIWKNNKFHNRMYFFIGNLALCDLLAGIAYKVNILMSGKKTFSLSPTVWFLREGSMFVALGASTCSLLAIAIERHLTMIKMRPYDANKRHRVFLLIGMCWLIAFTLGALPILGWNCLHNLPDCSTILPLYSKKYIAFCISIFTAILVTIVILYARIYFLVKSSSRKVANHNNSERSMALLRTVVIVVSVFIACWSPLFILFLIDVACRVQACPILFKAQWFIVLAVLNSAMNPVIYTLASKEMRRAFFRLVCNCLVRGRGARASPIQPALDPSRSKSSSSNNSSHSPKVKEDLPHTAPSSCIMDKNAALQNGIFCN
Lmaj promast: Leishmania major promastigote growth inhibition; Leishmania major promastigotes, resazurin fluorescence viability; inhibition, % at 10 µM; 9% of 200,000 active; AID 1063; in the data active = inhibition above about 50%;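 note: promastigotes grown with compound for 44 hours at 28 °C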
DTT redox prof: compounds producing H2O2 with reducing agent – biochemical, NIH compound library profiling, artefact control for MLSCN library redox annotation, primary screen; DTT-dependent redox cycling H2O2, phenol red/HRP absorbance; 100% = 100 µM peroxide control, 0% = buffer; AID 878; 0.03% of 200,000 active; activation, % at 10 µM;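 active = activation of at least 50% relative to the plate's high and low controls in the primary single-dose screen; inactive = activation below 50%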;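 note: compound incubated with DTT at 0.8 mM final as the reducing agent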
Efa HMGR inh: E. faecalis class II HMG-CoA reductase inhibition; 0.41% of 190,000 active; inhibition, % at 10 µM; purified E. faecalis HMGR, NADPH absorbance 340 nm kinetic;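 active = inhibition above a set limit, the median over all tested compounds plus 3 SD, cut at about 9.5% in these data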;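 note: enzyme runs in reverse so mevalonate oxidation gives rising NADPH absorbance; 0% = complete reaction with DMSO and 100% = background rate lacking mevalonate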
Starred values were filed as active, the others as inactive; . = not tested or not shown. A portion of the library; rates above refer to the full screens.

Results follow in this order: TNAP inh hiacc | Hsp70 act | TNAP inh no acc | PMI act hi M6P | RAM network inh | PMI activator | S1P3 antagonist | Lmaj promast | DTT redox prof | Efa HMGR inh
[1] CSc1ncc(/C=C2/C(=O)NC(=O)N(C)C2=O)cn1
  -4 | -0.2 | -9 | 1.1 | 0.1 | 1 | . | -5 | -9.2 | -7
[2] Cc1ccc(C(=O)N/C(=C\Cl)P(=O)(c2ccccc2)c2ccccc2)cc1
  -3 | -0.2 | -16 | 1.1 | 1.4 | 1.1 | -3 | 46 | -0.3 | -3
[3] COc1ccccc1N=Nc1c(O)[nH]c(=S)[nH]c1=O
  38 | 0.1 | 29 | 0.9 | 4.9 | 0.9 | 2 | -4 | -0.2 | -3
[4] CC(=O)Nc1cc(C(=O)N2CCC3(CC2)OCCO3)ccc1Sc1ccc(F)cc1
  -4 | -0.2 | -10 | 1.1 | -0.7 | 1.1 | -13 | 7 | -1.2 | 2
[5] Cc1ccc(OCC(=O)N2CCN(Cc3ccc4c(c3)OCO4)CC2)cc1C
  -7 | -0.3 | -12 | 1 | 0.9 | 1 | -10 | 89* | 0.2 | -4
[6] COc1cc2c(cc1OC)-c1c(OC)c(OC)cc3c1C(C2)N(C)CC3 (centres undefined)
  -4 | -0.5 | -5 | 0.6 | -0.7 | 0.9 | -15 | 2 | 2.0 | -14
[7] Cn1c(O)c(C=NCCOc2ccc(Cl)cc2)c(=O)n(C)c1=O
  1 | -0.1 | -7 | 1 | 3.0 | 1 | -37 | -2 | -0.3 | 2
[8] Cc1ccc(N(C)C(=O)Oc2cccc3ccc(C)nc23)cc1
  -4 | -0.2 | -9 | 1 | 1.0 | 1 | . | 6 | 3.1 | -8
[9] CN1C(=O)C(C2c3ccccc3C(=O)N2Cc2ccccc2)C(=O)N(C)C1=O (centres undefined)
  -7 | -0.2 | -6 | 1.4 | 0.7 | 1.1 | -33 | -4 | -0.1 | 0
[10] CCN1CCN(Cc2cc(Br)ccc2O)CC1
  -4 | 0.1 | -11 | 1.2 | 2.4 | 1.1 | . | 85* | -0.1 | 0
[11] COc1ccc(NC(=O)CN2C3CCC2CC(O)(c2cccnc2)C3)cc1OC (centres undefined)
  -2 | -0.3 | -12 | 0.9 | 0.5 | 1 | -44 | 25 | 1.1 | 0
[12] Cc1nonc1-c1nc(-c2nonc2N)n[nH]1
  0 | -0.4 | 0 | 0.9 | 1.1 | 0.9 | -2 | -2 | -6.6 | -8
[13] CCN(CC)CCN=Cc1c(O)n(CCC2=CCCCC2)c(=O)[nH]c1=O
  -1 | -0.2 | 1 | 1 | 0.9 | 0.9 | -18 | -5 | 2.1 | 3
[14] CN(C)C(=O)Oc1ccc([N+](=O)[O-])cc1
  0 | 0.1 | 2 | 1 | 1.9 | 0.9 | -3 | 1 | -1.6 | -2
[15] Cc1ccc(-c2nc(CS(=O)CC(=O)N3CCC4(CC3)OCCO4)c(C)o2)cc1 (centres undefined)
  -1 | -0.2 | -8 | 0.8 | 2.2 | 0.8 | 23 | -4 | 2.2 | 4
[16] COc1ccc(CN2CCN(c3ccccc3F)CC2)cc1O
  -5 | 0.1 | -14 | 1 | 2.4 | 1 | . | -1 | -0.9 | 3
[17] COc1cc(OC)c(C=O)c(OC(=O)N(C)C)c1
  -4 | -0.2 | -14 | 1 | -0.4 | 1 | -14 | -4 | -0.3 | 2
[18] Cc1ccc(C(c2nnnn2Cc2ccccc2)N2CC=C(c3ccc(F)cc3)CC2)cc1 (centres undefined)
  -1 | 0.1 | -5 | 0.9 | 7.5 | 0.9 | . | 16 | 1.2 | -4
[19] N#CC(C#N)=C(N)c1cccnc1
  0 | 0.0 | 3 | 0.9 | 1.4 | 0.9 | -9 | 5 | -0.6 | -1
[20] COCCOC(=O)c1c(N)n(Cc2ccc(OC)cc2)c2nc3ccccc3nc12
  2 | 0.1 | -3 | 0.9 | -0.7 | 0.8 | -4 | 89* | -0.8 | 0

Given screen by screen: part of the list above
9	CN1C(=O)C(C2c3ccccc3C(=O)N2Cc2ccccc2)C(=O)N(C)C1=O (centres undefined)
10	CCN1CCN(Cc2cc(Br)ccc2O)CC1
11	COc1ccc(NC(=O)CN2C3CCC2CC(O)(c2cccnc2)C3)cc1OC (centres undefined)
12	Cc1nonc1-c1nc(-c2nonc2N)n[nH]1

| compound no. | 9 | 10 | 11 | 12 |
| --- | --- | --- | --- | --- |
| TNAP inh hiacc | -7 | -4 | -2 | 0 |
| Hsp70 act | -0.2 | 0.1 | -0.3 | -0.4 |
| TNAP inh no acc | -6 | -11 | -12 | 0 |
| PMI act hi M6P | 1.4 | 1.2 | 0.9 | 0.9 |
| RAM network inh | 0.7 | 2.4 | 0.5 | 1.1 |
| PMI activator | 1.1 | 1.1 | 1 | 0.9 |
| S1P3 antagonist | -33 | . | -44 | -2 |
| Lmaj promast | -4 | 85* | 25 | -2 |
| DTT redox prof | -0.1 | -0.1 | 1.1 | -6.6 |
| Efa HMGR inh | 0 | 0 | 0 | -8 |

Following part:
Results follow in this order: TNAP inh hiacc | Hsp70 act | TNAP inh no acc | PMI act hi M6P | RAM network inh | PMI activator | S1P3 antagonist | Lmaj promast | DTT redox prof | Efa HMGR inh
[21] Cc1nn(Cc2ccccc2)c(C)c1C(=O)OCC(=O)Nc1cc(S(C)(=O)=O)ccc1Cl
  -2 | -0.2 | -13 | 0.9 | 3.7 | 1.1 | -3 | 0 | -1.1 | -4
[22] Cc1cccc(N2C(=O)NC(=O)C3(Cc4cc(C)ccc4N(C)C3)C2=O)c1 (centres undefined)
  -5 | 0.1 | -7 | 1.4 | -0.2 | 1.5 | 3 | -2 | 0.0 | 0
[23] Cc1ccc(N2C(=O)NC(=O)/C(=C\c3cccn3C(C)(C)C)C2=O)cc1
  -7 | -0.2 | -5 | 1.1 | 2.9 | 1.2 | -9 | 1 | -0.6 | 4
[24] CCN(CC)CCOC(=O)c1ccc(N=Cc2c(O)[nH]c(=O)[nH]c2=O)cc1
  3 | -0.1 | -18 | 1 | 1.2 | 1 | . | -4 | -3.4 | -6
[25] C/C(=N/OC(=O)N(C)C)c1ncc(C(F)(F)F)cc1N1CCOCC1
  -2 | -0.5 | -11 | 0.9 | 0.5 | 0.9 | . | 5 | 0.1 | -3
[26] CCCn1c(C(=O)c2ccc(OC)cc2)nc2ccccc21
  -4 | 0.1 | -6 | 0.9 | 0.0 | 0.8 | -1 | 8 | -0.7 | -3
[27] CCN(CC)CCCN=Cc1c(O)n(-c2ccccc2F)c(=O)[nH]c1=O
  -5 | 0.4 | -8 | 1 | 0.7 | 1 | -18 | -3 | -0.7 | -6
[28] C=CCn1c(O)c(C(C)=Nc2ccc(N(CC)CC)cc2)c(=O)[nH]c1=O
  -1 | -0.3 | -3 | 0.8 | -0.1 | 0.7 | 18 | 5 | -3.8 | 1
[29] CC(NC1CCCCC1)C(O)C12CC3CC(CC(C3)C1)C2 (centres undefined)
  0 | -0.6 | -2 | 0.9 | 0.4 | 0.9 | . | 44 | 0.1 | 0
[30] Clc1ccc2c(c1)C(c1ccccc1Cl)=NCc1nncn1-2
  -3 | 0.0 | -11 | 1 | 1.5 | 1.1 | . | -1 | 0.9 | 0
[31] CC(C)n1c(=O)c(C=Nc2ccc(Cl)cc2)c(O)n(Cc2ccco2)c1=O
  -4 | -0.3 | -3 | 1.1 | 5.9 | 1.1 | -8 | 2 | -0.6 | -5
[32] O=C(CCC(=O)N1CCC2(CC1)OCCO2)Nc1nnc(C(F)(F)F)s1
  -5 | 0.1 | -12 | 1 | 2.5 | 1 | -2 | -2 | 0.1 | 1
[33] CN(C)C1(CNC(=O)c2ccc(Cl)c(S(=O)(=O)NCc3ccco3)c2)CCCCC1
  -5 | -0.3 | -7 | 1.1 | -0.7 | 1 | . | 1 | 0.1 | -2
[34] O=C(Nc1cccc(Cl)c1)c1c(O)c2c(n(Cc3ccco3)c1=O)CCCC2
  -7 | . | -11 | 1 | . | 1 | -12 | . | . | .
[35] CN1C(=O)N(C)C(=O)C(CCc2ccncc2)(Cc2ccc3c(c2)OCO3)C1=O
  -5 | -0.4 | -8 | 1 | 1.9 | 1 | 7 | 65* | 1.2 | 3
[36] COc1ccc(N2C(=O)CC(=O)NC2=O)cc1
  1 | -0.1 | 1 | 0.9 | 0.0 | 1 | -6 | -9 | 1.0 | -1
[37] Cc1ccc(CN2C3CCCC2CC(NC(=S)NCc2ccccc2)C3)cc1 (centres undefined)
  -23 | 0.0 | -370 | 1 | 0.6 | 1 | -4 | 92* | 0.1 | 4
[38] CC(C)Nc1nc(Cl)nc(NC(C)C)n1
  0 | -0.3 | -13 | 1 | -0.8 | 0.9 | 3 | 25 | -0.3 | 0
[39] COc1ccc(/C=C/C2=CCN(C)CC2)cc1
  -4 | -0.1 | -7 | 0.8 | 1.3 | 1 | -10 | 1 | 0.0 | -5
[40] O=C(NCc1ccc(C(=O)N2CCC3(CC2)OCCO3)cc1)c1cccc(Br)c1
  1 | 0.0 | 8 | 0.9 | -0.9 | 1 | . | 2 | 1.6 | -8
[41] Cc1ccc(N2C(=O)NC(=O)/C(=C/c3cnc(-c4ccccc4)nc3)C2=O)cc1C
  -2 | 0.0 | -8 | 1.1 | -1.2 | 1 | 8 | -3 | -0.4 | 1
[42] O=C(N/N=C/c1c(O)n(CCC2=CCCCC2)c(=O)[nH]c1=O)c1ccccc1
  -2 | 0.1 | 67* | 1 | 4.1 | 1 | -4 | -10 | 0.3 | -7
[43] OCC12COC3c4ccccc4C(OC1)N32 (centres undefined)
  -3 | -0.1 | -13 | 0.9 | 1.1 | 0.9 | -13 | -5 | 0.0 | -5
[44] CCCCOCCCn1c(N)c(C(=O)OC(C)COC)c2nc3ccccc3nc21 (centres undefined)
  -6 | -0.3 | -14 | 0.9 | 0.4 | 0.9 | . | 39 | -2.8 | 1
[45] COc1ccc(N2C(=O)NC(=O)/C(=C/c3ccc4c(c3)Cc3ccccc3-4)C2=O)cc1
  -1 | -0.1 | -6 | 1.3 | 1.1 | 1.3 | -12 | -2 | -0.7 | -3
[46] CC1CC2(O)c3no[n+]([O-])c3CCC2N1O (centres undefined)
  -5 | -0.1 | -5 | 1.2 | -0.5 | 1.1 | -15 | -5 | 2.9 | -1
[47] O=C(c1ccccc1)c1ccccc1N=Cc1c(O)[nH]c(=O)[nH]c1=O
  -6 | -0.2 | -14 | 1.1 | -0.8 | 1.1 | -1 | -4 | -1.2 | 3
[48] Brc1ccc(C2N3CCCN23)cc1 (centres undefined)
  -1 | -0.1 | -13 | 1 | 1.1 | 1 | 10 | -9 | -0.4 | -4
[49] CN1CCC(N(C)c2nc(-c3ccc([N+](=O)[O-])cc3)nc3ccccc23)CC1
  3 | 0.0 | -1 | 0.9 | 1.5 | 0.9 | . | 100* | -6.7 | 0
[50] C=CCOC(=O)COc1cc(C)cc2oc(=O)c3c(c12)CCC3
  -7 | -0.1 | -10 | 0.9 | 4.3 | 0.9 | 7 | -8 | 1.4 | -3
[51] O=C(O)c1cccc2c1NC(c1cccc([N+](=O)[O-])c1)C1CC(Sc3ccccc3[N+](=O)[O-])C(Cl)C21 (centres undefined)
  1 | -0.5 | -2 | 1.7 | 5.5 | 1.3 | 2 | 2 | 0.2 | -1
